Screening results from PubChem.
RmlCD inh 1536: M. tuberculosis RmlC/RmlD coupled enzyme inhibitors, primary screen, biochemical, compound mixtures, 384-well, from 1536-well plates; RmlC+RmlD coupled enzyme assay, percent inhibition; primary screen in compound mixtures; inhibition, % at 3.6 µM; 160,000 compounds, 0.03% hits; AID 1533, 2009; in the data active means inhibition mostly above about 34%, no sharp cut-off; inconclusive means no clear call, values can overlap the other calls; inactive means mostly below about 22%; further: some results filed as inactive read as strong as hits
Target sequence (P9WH09 whole entry, looked up): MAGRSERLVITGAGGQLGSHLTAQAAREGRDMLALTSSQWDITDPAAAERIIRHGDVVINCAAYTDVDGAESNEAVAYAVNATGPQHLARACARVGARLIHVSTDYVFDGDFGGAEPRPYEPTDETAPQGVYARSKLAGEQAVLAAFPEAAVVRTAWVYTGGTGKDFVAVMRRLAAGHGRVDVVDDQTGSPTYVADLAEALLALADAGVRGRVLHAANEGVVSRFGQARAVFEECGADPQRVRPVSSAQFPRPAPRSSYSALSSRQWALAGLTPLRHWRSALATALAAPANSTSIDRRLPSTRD
Target sequence (P9WH11 whole entry, looked up): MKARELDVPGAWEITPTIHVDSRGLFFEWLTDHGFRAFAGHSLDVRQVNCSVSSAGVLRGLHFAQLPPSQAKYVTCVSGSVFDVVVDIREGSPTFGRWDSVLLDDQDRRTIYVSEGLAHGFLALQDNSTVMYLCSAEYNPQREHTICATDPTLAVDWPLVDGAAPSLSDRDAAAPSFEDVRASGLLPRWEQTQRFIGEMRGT
GlmU inhibition: inhibition of mycobacterial GlmU enzyme – biochemical, glucosamine-1-phosphate acetyltransferase (AID 1376) | Bifunctional protein GlmU (Mycobacterium tuberculosis (strain ATCC 25618 / H37Rv)) | M. tuberculosis GlmU acetyltransferase enzyme assay; higher % means a stronger effect | inhibition, %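 (tested at 30 µM in the primary screen)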, or IC50 in µM where a hit was titrated | 220,000 compounds, 0.25% hits; in the data active means inhibition above about 13%; inconclusive means no clear call, values can overlap the other calls;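 further: 0% = complete reaction with vehicle and 100% = reaction without substrate; strong numbers were not always called active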
Starred values were filed as active, the others as inactive; ? = inconclusive; . = no result given. Some of the compounds tested. The share of hits here may be higher or lower than overall.

SMILES	RmlCD inh 1536	GlmU inhibition
CCc1ccc(-c2ccc(SCC(=O)NCC3CCCO3)nn2)cc1 (stereo not drawn)	-7	-0.5%
Cc1oc(-c2ccc(Cl)cc2)nc1CN1CCCC(C(=O)N2CCN(C(=O)c3ccco3)CC2)C1 (stereo not drawn)	16	-2.3%
COc1cc(C2NCc3ccccc3-n3cccc32)ccc1O (stereo not drawn)	6	2.2%
CC(C)NC(=S)N1CCN(c2ncccn2)CC1	.	4.4%
Cc1cc(-c2n[nH]c(=S)n2/N=C/C=C/c2ccco2)n[nH]1	12	8.2%
CCN(CC(=O)Nc1cc(Cl)ccc1OC)CC(=O)NC1CCS(=O)(=O)C1 (stereo not drawn)	4	1.6%
O=C(CSCc1ccc(Cl)cc1)NN=C1CCCCCC1	.	-3.8%
Cn1nc(C(=O)Nc2sccc2C(N)=O)ccc1=O	-4	-1.6%
CN(C)C(=O)N1CCCC(C(=O)NCCc2ccccc2)C1 (stereo not drawn)	-11	3.6%
Cc1nc(NCC2CC2)c2nnn(Cc3ccccc3)c2n1	16	2.7%
Cc1csc(SCc2ccc(C(=O)O)cc2)n1	5	-1.3%
CCOc1ccccc1Nc1nc2ccccc2[nH]1	3	2.5%
COCCSc1ccccc1C(=O)Nc1nnc(C)s1	4	1.8%
Fc1ccc(C2NCCc3[nH]cnc32)cc1 (stereo not drawn)	13	-3.6%
CS(=O)(=O)N1Cc2ccccc2CC1C(=O)OCC(=O)Nc1ccc2ccccc2c1 (stereo not drawn)	6	0.1%
CCc1cccc(C)c1NC(=S)N1CCCCC1c1cccnc1 (stereo not drawn)	2	-0.7%
COc1cccc(C2C(C#N)=C(N)N(c3ncn[nH]3)C3=C2C(=O)CCC3)c1 (stereo not drawn)	-4	-3.9%
Cc1ccccc1C(=O)Nc1ccccc1Sc1ccccc1	8	2.1%
O=C(c1ccc(S(=O)(=O)Nc2ccc(F)cc2)cc1)N1CCN(C(=O)c2ccco2)CC1	-13	1.0%
COc1cc(/C=C(\C#N)C(=O)NCC2CCCO2)ccc1OCC(N)=O (stereo not drawn)	-10	-3.2%
CC(C)(C)c1ccc(C(=O)NCC(=O)OCC(=O)Nc2ccccc2[N+](=O)[O-])cc1	-3	6.8%
CC1CCN(C(=O)COc2ccccc2F)CC1	?	2.5%
COc1ccc(C)cc1Cn1c(S(C)(=O)=O)nc2ccccc21	18	-4.9%
COc1ccc(-n2nc3cc(C)c(NC(C)=O)cc3n2)cc1	.	0.4%
Cn1c(=O)c2ncn(CC(=O)O)c2n(C)c1=O	.	5.4%
Further records follow.
SMILES	RmlCD inh 1536	GlmU inhibition
Cc1cc(=O)n2cccc(O)c2n1	6	6.5%
CC(=O)CC(=O)Nc1ccc(C(N)=O)cc1	5	2.2%
Cc1ccc(C(=O)NC(=S)Nc2ccccc2C(F)(F)F)cc1C	7	-4.8%
C=CCN1C(=O)C(Cc2ccccc2Cl)SC1=Nc1ccc(C(=O)O)cc1 (stereo not drawn)	-7	1.4%
COc1ccccc1CNC(=O)N/C=C/c1ccc(Cl)cc1	-15	1.1%
CCOc1ccc(CC(=O)C2=C(N3CCOCC3)CC(C)(C)CC2=O)cc1OCC	-5	-4.8%
O=[N+]([O-])c1ccc2cn[nH]c2c1	.	11%
Cn1c(=O)cc(OCCCC(=O)NCCCN2CCN(Cc3ccccc3)CC2)c2ccccc21	.	1.2%
Oc1ccc(-c2nccc(-c3ccc(Cl)cc3)n2)cc1	.	4.4%
CCCCNC(=S)NNc1c(Cl)cc(Cl)cc1Cl	6	3.9%
Cc1c(-c2cccs2)[n+](=O)c2c(n1[O-])CCCCC2	-1	3.1%
O=C(c1cccc2nc3ccccc3nc12)N1CCOCC1	-10	2.7%
C=CCNC(=O)c1sccc1Oc1ccc(F)cc1[N+](=O)[O-]	-1	2.0%
COc1cc(C(=O)NCCCN2CCCC2=O)cc(OC)c1OC	.	-5.0%
CN1CCN(CC(O)COc2ccc(OCC(O)CN3CCN(C)CC3)cc2)CC1 (stereo not drawn)	.	-2.9%
CCCc1cc(=O)n2[nH]c(-c3ccco3)nc2n1	-9	-6.4%
CC1CCN(S(=O)(=O)c2cccc(C(=O)NCc3ccco3)c2)CC1	5	0.6%
O=C(NNS(=O)(=O)c1ccc([N+](=O)[O-])cc1)c1cnn(-c2ccccc2)c1-n1cccc1	8	3.0%
CCOC(=O)c1oc2ccc(OC)cc2c1NC(=O)CN1CCN(C)CC1	.	3.9%
O=C(NC1CCCCCCC1)c1ccc(S(=O)(=O)N2CCCC2)cc1	.	0.8%
COc1cc2ccccc2cc1C(=O)NCC(c1cccs1)N(C)C (stereo not drawn)	-3	-1.8%
COC(CNC(=O)C1CCCN(S(=O)(=O)c2c(C)noc2/C=C/c2cccs2)C1)OC (stereo not drawn)	-12	-1.9%
CS(=O)(=O)N(CC(=O)NCCSCc1c(F)cccc1Cl)c1ccc2c(c1)OCO2	-8	-1.1%
Cc1ccc(C(=O)NNC(=O)C2CCN(Cc3ccc(Cl)c(Cl)c3)CC2)cc1	-10	3.8%
c1cn2cc(-c3ccc4c(c3)OCO4)nc2s1	-9	3.0%

Retrieved one by one from the list above, 7 records:
SMILES	RmlCD inh 1536	GlmU inhibition
Fc1ccc(C2NCCc3[nH]cnc32)cc1 (stereo not drawn)	13	-3.6%
COc1cc(C(=O)NCCCN2CCCC2=O)cc(OC)c1OC	.	-5.0%
CCCCNC(=S)NNc1c(Cl)cc(Cl)cc1Cl	6	3.9%
CC(=O)CC(=O)Nc1ccc(C(N)=O)cc1	5	2.2%
O=C(c1ccc(S(=O)(=O)Nc2ccc(F)cc2)cc1)N1CCN(C(=O)c2ccco2)CC1	-13	1.0%
COc1cc(/C=C(\C#N)C(=O)NCC2CCCO2)ccc1OCC(N)=O (stereo not drawn)	-10	-3.2%
COCCSc1ccccc1C(=O)Nc1nnc(C)s1	4	1.8%

Continued.
SMILES	RmlCD inh 1536	GlmU inhibition
COc1ccc(CN2CCCC2C(=O)Nc2ccc(OC)c(OC)c2)cc1OC (stereo not drawn)	-9	-1.8%
CCOc1cccc(=NC2CCCCC2)c2c(C)n(C)c(C)c12	-3	3.1%
CCOC(=O)CSc1cc(CS(C)(=O)=O)nc(-c2ccccn2)n1	5	2.1%
Cc1ccc(NS(=O)(=O)c2cccc(C(=O)O)c2)cc1S(=O)(=O)N1CCCCC1	6	54%
Cc1cccc(NC(=S)NC(=O)c2ccc(Br)o2)c1	7	0.5%
O=C(NC12CC3CC(CC(C3)C1)C2)c1cncc(O)c1	-14	15%*
CCC(=O)Nc1ccc(Cl)c(NC(=S)NC(=O)c2ccco2)c1	.	-0.2%
COc1ccc(-n2c(SCC(=O)Nc3cccc(S(N)(=O)=O)c3)nc3ccccc3c2=O)cc1OC	44	-2.3%
Cc1ccc(S(=O)(=O)NC(N)=NCCc2ccc(Cl)cc2)cc1	15	-2.2%
O=C(Cc1sc(-c2ccccc2)nc1-c1ccccc1)Nc1ccc(Cl)cc1	.	0.0%
O=C(Cn1c2c(c(-c3ccccc3Cl)cc1=O)CCC2)NCCCN1CCOCC1	-10	3.2%
O=C(Nc1ccccc1-c1nnn(CC(=O)N2CCCc3ccccc32)n1)c1ccco1	2	1.1%
Cc1nc2cc(C(F)(F)F)ccc2n1C1CCN(Cc2nnnn2Cc2ccc3c(c2)OCO3)CC1	-7	-2.7%
CSCC[C@H](NC(=O)OC(C)(C)C)c1nnc(SCc2cccc(F)c2)o1	-5	-1.2%
CC1CCN(c2ccc([N+](=O)[O-])cn2)CC1	11	-3.8%
S=c1[nH]nc(-c2cccs2)n1C1CCCCC1	43	6.5%
COc1ccc2nc(NCCO)[nH]c2c1	.	3.4%
CCCCC1N2CC3([N+](=O)[O-])CN1CC([N+](=O)[O-])(C2)C3(C)C (stereo not drawn)	5	2.9%
COC(=O)c1cc(C(=O)OCC(=O)NCc2ccc3c(c2)OCO3)cc([N+](=O)[O-])c1	8	1.9%
O=C1NN(c2ccc(Cl)cc2)C(=O)/C1=C\c1ccc(-c2cccc(C(=O)O)c2)o1	5	31%*
Cc1cc(C(=O)N2CCN(S(C)(=O)=O)CC2)cs1	5	8.0%
Cc1ccc(COc2ccsc2C(=O)NNC(N)=S)cc1	.	3.7%
CC(OC(=O)c1ccc(S(=O)(=O)N(C)c2ccccc2)cc1)C(=O)NCCC1=CCCCC1 (stereo not drawn)	-10	-5.6%
Clc1cccc(Cl)c1CON/C=N/c1ncnc2sccc12	10	-1.0%
O=C(CSc1nnc(-c2c[nH]c3ccccc23)n1-c1ccc(F)cc1)NCc1ccco1	.	5.3%
Other results:
SMILES	RmlCD inh 1536	GlmU inhibition
COc1ccc(-c2csc(Nc3cccnc3)n2)cc1OC	7	-0.2%
COCCNC(=O)C(c1cccs1)N(CCc1ccccc1)C(=O)Cn1nnc2ccccc21 (stereo not drawn)	-6	-3.0%
CCOC(=O)c1cn(CC(=O)Nc2ccc3c(c2)OCCO3)nn1	.	0.9%
O=C(Cc1ccccc1F)Nc1nc(-c2cccnc2)cs1	5	-1.5%
N/C(=N\OC(=O)CC1CCCCC1)c1ccccc1	-6	0.5%
CN1CCC(=NNc2ccc(S(=O)(=O)N3CCOCC3)cc2[N+](=O)[O-])CC1	-11	-4.1%
COc1ccc(C2CC(=O)n3c(nc4ccccc43)S2)cc1OC (stereo not drawn)	-2	0.9%
COC(=O)c1[nH]c2ccc(Cl)cc2c1NC(=O)c1ccccc1[N+](=O)[O-]	6	-2.8%
COc1cccc(CNC(=O)C(=O)NCCc2ccc(OC)c(OC)c2)c1	2	-2.5%
O=[N+]([O-])c1c(C(Cl)Cl)nn(-c2ccccc2)c1N1CCCC1	6	-2.3%
O=C1N=C(C=c2ccc(=Cc3[nH]c(=O)[nH]c3O)cc2)C(=O)N1	16	2.2%
CCOc1nc(Nc2ccc(OC)c(Cl)c2)nc(OCC)n1	5	.
COc1ccc(NC(=O)CC2Nc3cc(C)c(C)cc3NC2=O)c([N+](=O)[O-])c1 (stereo not drawn)	5	1.4%
O=C(NCc1ccccn1)C1COc2ccccc2O1 (stereo not drawn)	.	1.0%
COc1ccc2[nH]c(C(=O)NCCc3ccccc3)cc2c1	-9	-1.1%
CCCCn1nc(NC(=O)c2cccs2)c2cc3cc(OC)ccc3nc21	12	6.8%
O=[N+]([O-])c1cc(C(F)(F)F)cc([N+](=O)[O-])c1NCCCNc1ccc([N+](=O)[O-])c2cccnc12	-10	-1.6%
Cc1ccc(-c2nc(P(=O)(c3ccccc3)c3ccccc3)c(N3CCOCC3)o2)cc1	7	3.5%
CCCn1c(NCc2ccco2)nc2c1c(=O)n(C)c(=O)n2C	.	-7.0%
COc1ccc(NC(=O)COC(=O)/C=C/C(=O)OCC(=O)Nc2ccc(OC)c(Cl)c2)cc1Cl	-9	3.4%
COc1ccnc(-n2cccc2/C=N/O)c1C#N	1	2.7%
COc1ccc(C(C(=O)NC(C)(C)C)N(Cc2cccs2)C(=O)CCC(=O)Nc2cc(C)on2)cc1 (stereo not drawn)	.	6.2%
CC(=O)c1cccc(NC(=S)NC(=O)CC(C)C)c1	.	1.9%
CC1Cc2ccccc2N1Cc1cc(=O)n2ccsc2n1 (stereo not drawn)	10	4.5%
CCC(CC)NC(=O)COC(=O)c1ccc(OCC(=O)Nc2ccccc2OC)c(OC)c1	-1	0.3%
Additional compounds follow.
SMILES	RmlCD inh 1536	GlmU inhibition
O=C(NC(=O)c1ccccc1)OCC1CCCN2CCCCC12 (stereo not drawn)	-10	8.6%
COc1ccc(NC(=O)c2nc[nH]c2C(=O)Nc2ccccc2C)cc1	7	-1.7%
COCCNc1nc2nonc2nc1N1C[C@H]2CC[C@H]1C2	-6	-1.4%
O=C(NCCCN1CCCC1=O)c1csc2ccccc12	-8	-9.7%
O=C(O)CCC(=O)N1CCN(c2ncccn2)CC1	-2	-3.8%
COc1ccc(N2C(=O)c3ccccc3NC2c2ccc(OC)c(CSc3ccccn3)c2)cc1 (stereo not drawn)	6	4.8%
CC1(C)CC2CC(C)(CN2C(=O)c2cc(-c3ccccc3O)on2)C1 (stereo not drawn)	-3	-3.4%
CN(CC(=O)Nc1ccc2c(c1)OCCO2)S(=O)(=O)c1cccc2cccnc12	-4	-0.5%
COC(=O)CSc1n[nH]c(-c2ccncc2)n1	.	-1.4%
CS(=O)(=O)N1CCCC(C(=O)NCCc2ccc(Cl)cc2)C1 (stereo not drawn)	.	2.3%
CCC(C)N1CCN(C(=O)Cc2ccccc2)CC1 (stereo not drawn)	.	-4.3%
C1CCN(c2nc(N3CCCCC3)nc(N3CCNCC3)n2)CC1	.	-5.0%
COc1cc(NC(=S)NC(C)=O)ccc1NC(=O)C(C)C	.	2.9%
Cn1cc(CN2CCC(CO)CC2)c(-c2ccc(Oc3ccccc3)cc2)n1	10	-0.8%

Complete entries as entered above. Screens in order: RmlCD inh 1536	GlmU inhibition
O=C(NCCCN1CCCC1=O)c1csc2ccccc12 across the screens: -8	-9.7%
C1CCN(c2nc(N3CCCCC3)nc(N3CCNCC3)n2)CC1 across the screens: .	-5.0%
COc1cc(NC(=S)NC(C)=O)ccc1NC(=O)C(C)C across the screens: .	2.9%
CS(=O)(=O)N1CCCC(C(=O)NCCc2ccc(Cl)cc2)C1 (stereo not drawn) across the screens: .	2.3%
COC(=O)CSc1n[nH]c(-c2ccncc2)n1 across the screens: .	-1.4%
